TCR activator = Activators of T cell receptors: qHTS campaign. primary human leukocytes, anti-CD3, IL-2 HTRF, 48 h. Potency, µM (top dose mostly 9.22 µM), for inactives: at the top dose activation of IL-2 secretion, hits mostly activators. 330,000 tested, under 10 active; further: % of control where 0% means no effect
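TCR engagement came from a-CD3 beads alone, with compounds added to primary human leukocytes for 48 hr. Secreted IL-2 bridged europium cryptate- and d2-labelled anti-IL-2 antibodies, giving FRET emission at 665nm after 320nm excitation.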
ELG1 DNA repair = qHTS screen for small molecules that inhibit ELG1-dependent DNA repair in human embryonic kidney (HEK293T) cells expressing luciferase-tagged ELG1 | HEK293T ELG1-luciferase reporter, luminescence, 16 h; DNA damage induced by 5-fluorouridine | Potency, µM (series often up to 46.1 µM), for inactives: top-dose activity change, negative = inhibition, actives largely listed as inhibitors | hit rate 2.3% among 330,000; further: potency means the concentration at half of the fitted maximal effect; on the % scale 0 is the no-effect control and ±100 the full control effect; nearly all actives have a fitted effect of over 55% in size
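HEK293T cells expressing luciferase-tagged ELG1 (2,000/well) received 5-Fluorouridine plus compound or DMSO for 16 hr at 37 °C. Luciferase was read by ONE-Glo luminescence after 30 min at room temperature.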
USP2a block = qHTS Assay for Inhibitors of Ubiquitin-specific Protease USP2a Using CHOP2 as the Reporter. hit rate 0.01% among 330,000. USP2 core, Ub-CHOP2 coupled fluorogenic reporter, 485/531. Ubiquitin carboxyl-terminal hydrolase 2 (Homo sapiens), O75604. Potency, µM (top dose mostly 38.3 µM), without a hit: at the highest dose activity change, negative = inhibition, actives largely listed as inhibitors;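 further: potency means the concentration at half of the fitted maximal effect; plate controls were DMSO wells for no effect and full inhibition by NEM control for full effect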
Target sequence (O75604 whole entry, looked up): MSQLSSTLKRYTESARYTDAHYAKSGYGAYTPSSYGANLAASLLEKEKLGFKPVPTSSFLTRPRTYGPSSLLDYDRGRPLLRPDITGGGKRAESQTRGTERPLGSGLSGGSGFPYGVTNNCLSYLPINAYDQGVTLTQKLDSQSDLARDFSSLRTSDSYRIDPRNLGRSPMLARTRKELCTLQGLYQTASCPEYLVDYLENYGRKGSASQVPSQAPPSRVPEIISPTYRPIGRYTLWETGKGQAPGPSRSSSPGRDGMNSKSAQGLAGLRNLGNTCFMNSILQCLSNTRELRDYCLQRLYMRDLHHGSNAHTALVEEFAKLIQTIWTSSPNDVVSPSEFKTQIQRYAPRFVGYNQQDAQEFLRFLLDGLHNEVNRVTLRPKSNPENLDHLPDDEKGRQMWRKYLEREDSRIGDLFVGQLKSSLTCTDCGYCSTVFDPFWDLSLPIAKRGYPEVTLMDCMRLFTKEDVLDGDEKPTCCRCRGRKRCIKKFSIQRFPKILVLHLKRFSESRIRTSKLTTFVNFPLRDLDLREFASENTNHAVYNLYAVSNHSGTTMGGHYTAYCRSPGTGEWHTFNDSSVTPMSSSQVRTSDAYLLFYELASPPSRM
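Cell-free coupled assay: 10nM USP2 core preincubated 30min RT with compound in Tris-HCl pH 8.0/CaCl2/CHAPS buffer, then 25nM Ub-CHOP2 and 25nM reporter substrate; fluorescence (Ex 485/Em 531) read after 60min RT, normalized to NEM inhibition, concentration-response curves fitted.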
Tb PFK inh = qHTS Assay to Find Inhibitors of T. brucei phosphofructokinase; ATP-dependent 6-phosphofructokinase (Trypanosoma brucei brucei), O15648; T. brucei PFK, ADP-Glo luminescence; Potency, µM (highest dose often 57.5 µM), inactives show at the highest dose activity, negative = inhibition, usual class: inhibitors; hit rate 0.17% among 330,000; AID 485367, 2010;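 further: potency means the concentration at half of the fitted maximal effect; 0% = uninhibited 1x PFK enzyme wells and -100% = no-enzyme wells; nearly all actives have a fitted effect of over 60% in size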
Target sequence (O15648 whole entry, looked up): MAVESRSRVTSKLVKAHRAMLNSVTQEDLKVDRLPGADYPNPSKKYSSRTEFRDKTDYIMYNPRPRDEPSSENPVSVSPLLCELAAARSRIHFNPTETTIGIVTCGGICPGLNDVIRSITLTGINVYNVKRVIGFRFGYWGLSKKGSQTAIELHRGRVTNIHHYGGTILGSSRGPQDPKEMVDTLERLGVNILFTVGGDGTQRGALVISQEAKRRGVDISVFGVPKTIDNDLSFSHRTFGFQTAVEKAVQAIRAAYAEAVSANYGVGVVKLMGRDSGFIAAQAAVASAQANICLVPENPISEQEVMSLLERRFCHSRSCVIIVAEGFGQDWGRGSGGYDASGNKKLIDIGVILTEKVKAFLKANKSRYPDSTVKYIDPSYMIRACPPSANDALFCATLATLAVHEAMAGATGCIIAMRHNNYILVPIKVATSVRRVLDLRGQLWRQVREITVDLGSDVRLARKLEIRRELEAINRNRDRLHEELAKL
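PFK 1.25 nM, F6P 0.5 mM, ATP 0.1 mM, 0.1 M TEA pH 8.0, 5 mM MgCl2, 0.01% Tween20, 0.1% BSA; 45 min RT. ADP-Glo readout. qHTS titration up to 57 uM; curves fitted, compounds curve-classed.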
Chronic BCR inh = qHTS Assay to Find Inhibitors of Chronic Active B-Cell Receptor Signaling | ABC-DLBCL IkBa-CBG/CBR reporter, luminescence ratio, 4 h | Potency, µM (highest dose often 46.1 µM), for the others: at the highest dose ratio change, negative = lower green/red ratio, usual class: inhibitors | hit rate 0.05% among 340,000 | AID 493014, 2011; active means well fitted inhibition curve with a large enough effect in the signal ratio, with a control signal flat, not every such curve was filed as active; inconclusive means small, poorly fitted or top-dose-only effect, or effect the other way, or a change in a side signal; the % refers to the signal ratio;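 further: potency means the concentration at half of the fitted maximal effect; plate controls were basal doxycycline-induced cells for no effect and cells given 10 µM MG132 for full effect; MG132 reads +100%, hits lower the ratio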
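TMD8 human ABC-DLBCL cells with doxycycline-inducible IκBα–green luciferase fusion and unfused red luciferase, in 0.5% FBS medium; compounds up to 46 uM, 4 h at 37C. Green/red luminescence ratio, filter-overlap corrected, fitted to concentration-response curves.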
TSHR antagonist = Antagonists of the Thyroid Stimulating Hormone Receptor: HTS campaign; TSHR-expressing cells, TSH-stimulated cAMP HTRF, 2 h; active compounds read low; activity change, negative = inhibition, % at 11.5 µM; hit rate 0.2% among 330,000;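 active means activity change below a set negative limit, meaning inhibition stronger than a set level, cut at about -70% in these data; inconclusive means activity change between two set negative limits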; further: on the % scale 0 is the no-effect control and ±100 the full control effect
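Inhibition of cAMP made by TSHR-expressing cells under TSH stimulation (4nM final, EC80; 2 h, 37 deg C) is quantified with a one-step lysis HTRF kit, anti-cAMP cryptate versus cAMP-d2.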
PTAP TSG101 blk = qHTS Assay for Iinhibitors of HIV-1 Budding by Blocking the Interaction of PTAP/TSG101. Fluorescence polarization, FITC-PTAP peptide / Tsg101 binding. Potency, µM (highest dose often 115 µM), for inactives: at the top dose activity change, negative = inhibition, hits mostly inhibitors. 340,000 tested, under 10 active; active means well fitted inhibition curve with a large enough effect in the main read-out, with a control signal flat, not every such curve was filed as active; inconclusive means small, poorly fitted or top-dose-only effect, or effect the other way, or a change in a side signal; inactive means no such curve, though single readings can be large or run the other way; further: potency means the concentration at half of the fitted maximal effect; % of control where 0% means no effect
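Fluorescence polarization binding of Tsg101 binding domain (10 uM final) to FITC-labeled PTAP peptide (50 nM final) in HEPES pH 7.5 buffer with NaCl, Tween 20, EDTA, TCEP. Compounds added before peptide; binding 20 min at RT.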
B2AR arrestin = qHTS assay of beta-arrestin-biased ligands of beta2-adrenergic receptor. beta-arrestin recruitment to beta2AR, cell-based reporter. Potency, µM (series often up to 46.1 µM), for inactives: at the highest dose activation, usual class: activators. hit rate 0.02% among 330,000. AID 492947, 2010;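 further: potency means the concentration at half of the fitted maximal effect; 0% = DMSO controls and full agonism = EC100 isoproterenol or metaproterenol; nearly all actives have a fitted effect of over 65% in size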
uPA generation = qHTS for Inhibitors of Cell Surface uPA Generation. Potency, µM (titrated, usually from 38.3 µM), without a hit: at the highest dose activity change, negative = inhibition, hits mostly inhibitors. hit rate 0.31% among 330,000. AID 540303, 2011. cell surface uPA generation assay, qHTS; active means well fitted inhibition curve with a large enough effect; inconclusive means small, poorly fitted or top-dose-only effect; inactive means no such curve, though single readings can be large or run the other way; tested in mouse RAW 264.7 cells; further: potency means the concentration at half of the fitted maximal effect; on the % scale 0 is the no-effect control and ±100 the full control effect; nearly all actives have a fitted effect of over 55% in size
Eya2 inh = qHTS Assay for Inhibitors of the Phosphatase Activity of Eya2 | Protein phosphatase EYA2 (Homo sapiens), O00167 | recombinant Eya2, OMFP fluorescence dephosphorylation (OMFP is methylfluorescein phosphate) | Potency, µM (series often up to 76.9 µM), inactives show at the highest dose activity, negative = inhibition, actives largely listed as inhibitors | hit rate 0.006% among 330,000 | AID 488837, 2010; further: potency means the concentration at half of the fitted maximal effect; on the % scale 0 is the no-effect control and ±100 the full control effect
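Eya2 (0.2 uM) preincubated 10 min at ambient with compound, then OMFP substrate added at 50 uM; 10 min reaction in 50 mM HEPES pH 7.5, 50 mM NaCl, 5 uM MgCl2, 0.05% BSA, 1 mM DTT. Fluorescence read at Ex 485/Em 525 nm.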
Mito fusion act = qHTS Assay for Small Molecule Inhibitors of Mitochondrial Division or Activators of Mitochondrial Fusion; Potency, µM (highest dose often 46.1 µM), for the others: top-dose growth rescue (activation), actives largely listed as activators; hit rate 0.23% among 320,000; AID 485298, 2010; S. cerevisiae fusion-defective mutant growth rescue, CellTiterGlo 48 h;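 further: potency means the concentration at half of the fitted maximal effect; % of control where 0% means no effect; nearly all actives have a fitted effect of over 45% in size; temperature-sensitive fusion mutants such as fzo1-1 at 37 °C on non-fermentable ethanol glycerol medium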
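Growth-rescue viability read-out: after 48 h at the non-permissive 37C in glycerol/ethanol YPEG, yeast mitochondrial fusion mutants are measured by CellTiterGlo luminescence; compounds (23 nl pinned per well) restoring growth score as division inhibitors or fusion activators.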
* marks the source's active call; other numbers are inactive results; ? = inconclusive; · = not tested or not shown; [ ] = another dose, or the depositor's remark. Unless noted, the call rests on the fitted dose curve; in most records, active means well fitted curve in the direction sought with a large enough effect; inconclusive means small, poorly fitted or top-dose-only effect, or another doubt; inactive means no such curve, though single readings can be large; an effect the other way counts as inactive or inconclusive.

SMILES	TCR activator	ELG1 DNA repair	USP2a block	Tb PFK inh	Chronic BCR inh	TSHR antagonist	PTAP TSG101 blk	B2AR arrestin	uPA generation	Eya2 inh	Mito fusion act
O=C(Nc1ccccc1)c1ccc2c(c1)OCO2	0%	?	0%	-9%	?	5	-2%	-0.9%	-9%	-13%	-4%
COc1ccc(OC)c(N(/C(N)=N/c2nc(C)cc(C)n2)S(=O)(=O)c2ccc(NC(C)=O)cc2)c1	-2%	4%	0%	0%	1%	-3	-8%	0.4%	3%	3%	-11%
CCn1c2ccccc2c2nnc(SCc3cc(=O)n4ccsc4n3)nc21	·	14%	0%	-3%	-1%	5	·	0.0%	·	-8%	3%
COc1ccc(CN(C(=O)c2snc(C(N)=O)c2N)C(CC(C)C)C(=O)NC2CCCCC2)cc1 (configuration not stated)	-2%	?	-11%	-2%	7%	-11	0%	0.0%	1%	-13%	6%
O=C(Nc1ccccc1C(=O)Nc1nncs1)c1ccccc1	-1%	21µM*	1%	1%	9%	-19	0%	-0.7%	-5%	-3%	0%
CC(=O)Nc1ccc(S(=O)(=O)N2CCC3(CC2)OCCO3)cc1	2%	14%	0%	2%	-1%	-4	-6%	-1.2%	19%	12%	2%
Cc1noc(C)c1S(=O)(=O)N1CCC(C(=O)NCCC2=CCCCC2)CC1	0%	-6%	1%	-2%	-14%	-9	-6%	-0.1%	-4%	2%	1%
CC(OC(=O)Cn1cnc2c1c(=O)n(C)c(=O)n2C)C(=O)Nc1ccc(Cl)cc1 (configuration not stated)	1%	6%	2%	0%	1%	-9	-7%	-0.5%	-4%	-23%	0%
Cc1c(Cl)cccc1NC(=O)CCNC(=O)N1CC(=O)Nc2ccccc21	-3%	15%	3%	-16%	-7%	32	-3%	-1.0%	5%	-14%	-5%
Cc1ccc(CNC(=O)[C@H](C)NC(=O)C2CCN(C(=O)[C@@H]3CCCN3C(=O)OC(C)(C)C)CC2)cc1	0%	0%	-1%	-5%	18%	-4	-2%	-0.1%	2%	-2%	3%
COc1ccc(CNC(=O)C(=O)NCCC2CCCCN2S(=O)(=O)c2cccs2)cc1 (configuration not stated)	0%	?	4%	7%	8%	2	-3%	0.1%	-4%	13%	3%
Cc1ccccc1NC(=O)C1C2CCC(O2)C1C(=O)O (configuration not stated)	1%[46.1 µM]	?	-1%	-5%	0%	-10	-8%	-1.4%	-6%	-16%	0%

Entries of single compounds from above:
Results for `O=C(Nc1ccccc1)c1ccc2c(c1)OCO2` : TCR activator = 0%; ELG1 DNA repair = ?; USP2a block = 0%; Tb PFK inh = -9%; Chronic BCR inh = ?; TSHR antagonist = 5; PTAP TSG101 blk = -2%; B2AR arrestin = -0.9%; uPA generation = -9%; Eya2 inh = -13%; Mito fusion act = -4%
Results for `COc1ccc(CNC(=O)C(=O)NCCC2CCCCN2S(=O)(=O)c2cccs2)cc1` (configuration not stated) : TCR activator = 0%; ELG1 DNA repair = ?; USP2a block = 4%; Tb PFK inh = 7%; Chronic BCR inh = 8%; TSHR antagonist = 2; PTAP TSG101 blk = -3%; B2AR arrestin = 0.1%; uPA generation = -4%; Eya2 inh = 13%; Mito fusion act = 3%

Later entries:
SMILES	TCR activator	ELG1 DNA repair	USP2a block	Tb PFK inh	Chronic BCR inh	TSHR antagonist	PTAP TSG101 blk	B2AR arrestin	uPA generation	Eya2 inh	Mito fusion act
Cc1ccc(S(=O)(=O)c2c(COC(=O)c3ccccc3Cl)c(-c3ccccc3)nn2C)cc1	-2%	?	-9%	-4%	-11%	5	-7%	0.2%	1%	18%	5%
N[C@@H](Cc1ccccc1)C(=O)N1CCC(C(=O)N[C@@H](CCC(=O)O)C(=O)O)CC1	1%	2%	1%	1%	6%	-1	-1%	-0.3%	16%	-8%	2%
Nc1nnc(SCC(=O)NCc2ccc3c(c2)OCO3)s1	1%	11%	3%	0%	0%	-1	-2%	0.9%	3%	9%	2%
O=C(OCC(=O)N1CCc2ccccc21)c1cccc(S(=O)(=O)N2CCCc3ccccc32)c1	-5%	3%	4%	0%	-1%	6	-4%	-0.6%	-9%	5%	0%
CN(N)c1ccc2c(C(F)(F)F)cc(C(F)(F)F)nc2n1	12%	11%	3%	-6%	7%	3	-3%	-0.3%	0%	-5%	27%
O=C(O)CC12CC3CC(C1)CC(n1ncc(NCC4CCCO4)c(Cl)c1=O)(C3)C2 (configuration not stated)	13%	5%	2%	1%	1%	-9	0%	4.2%	-4%	-10%	-2%
Cc1cc(/C=N/NC(=O)c2cccs2)c(C)n1-c1cnccn1	2%	?	-1%	2%	?	4	-1%	-0.5%	-9%	-5%	6%
Cc1ccc(S(=O)(=O)N2CCN(CC(=O)N/N=C\C(Cl)=C\c3ccccc3)CC2)cc1	2%[46.1 µM]	-15%	2%	-4%	5%	-1	-1%	-0.4%	-6%	-2%	-4%
COc1ccc(F)c(CN2CCC(N3CCC(C(=O)N4CCOCC4)CC3)CC2)c1	·	3%	-2%	-1%	-1%	6	-1%	0.2%	3%	12%	3%
COCCN1C(=O)c2cc(C(=O)Nc3ccc(OC)c(OC)c3)ccc2C1Nc1ccc(OC)c(OC)c1 (configuration not stated)	0%	-11%	0%	-9%	-6%	-13	-5%	-0.3%	1%	-7%	-2%
CCOC(=O)N1CCC(N2C(=O)c3ccccc3C2Nc2cc(C(=O)OC)cc(C(=O)OC)c2)CC1 (configuration not stated)	4%	?	-6%	2%	?	-38	-5%	-0.4%	-12%	-5%	4%
C/C(CC(=O)Nc1ccccc1[N+](=O)[O-])=N\NC(=O)COc1ccccc1C	1%	5%	-1%	0%	?	-2	-1%	0.0%	2%	-8%	-2%
COc1cccc(NC(=O)Nc2cccc(C(=O)O)c2)c1	-7%	?	0%	-1%	?	-15	2%	-0.3%	-4%	1%	-4%
O=C(CCN1CCN(Cc2ccccc2)CC1)NNC(=O)Cc1ccc(Cl)c(Cl)c1	-10%[46.1 µM]	-8%	0%	17µM*	-3%	1	-5%	-0.4%	-1%	0%	3%
COc1ccc(NC(=O)CCCN(C)S(=O)(=O)c2ccc(C)cc2)cc1	1%[46.1 µM]	-22%	4%	-8%	-2%	-2	-2%	0.4%	1%	3%	-4%
Cc1ccc(C(=O)Oc2ccccc2N2C(=O)C3CCCCC3C2=O)cc1 (configuration not stated)	1%	13%	-1%	0%	0%	6	-3%	0.1%	9%	-11%	6%
CCn1cc(CNC(=O)C2CCC(=O)N(CCc3cccc(F)c3)C2)cn1 (configuration not stated)	5%	4%	0%	-2%	0%	-4	-1%	0.0%	4%	2%	1%
Cc1cn(C2CC3OCC3O2)c(=O)[nH]c1=O (configuration not stated)	-1%	-5%	2%	0%	-7%	0	-8%	-0.1%	10%	-1%	-4%
O=C(COC(=O)CNC(=O)c1cccc(F)c1)NCCC1=CCCCC1	-3%[46.1 µM]	13%	3%	-10%	7%	8	-1%	4.6%	12%	0%	0%
Cc1ccc(CNC(=O)[C@H](Cc2ccccc2)NC(=O)C2CCNCC2)cc1	6%	-6%	-1%	0%	-8%	4	-6%	-1.0%	0%	-26%	2%
